Screening results deposited in PubChem by National Center for Advancing Translational Sciences (NCATS).
AmpC detergent = blocks E. coli AmpC beta-lactamase in detergent assay; Potency, µM (series often up to 114 µM), for inactives: at the highest dose activity change, negative = inhibition, actives largely listed as inhibitors; 0.041% of 370,000 active; P00811; AmpC hydrolysis of nitrocefin, absorbance 480 nm, 0.01% Triton; AID 485294;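 also: potency is read from the fitted curve at half-maximal effect; 0% = no-compound wells and -100% = no-enzyme wells; nearly all actives have a fitted effect of over 25% in size; some results filed as inactive show a strong effect at the top dose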
Target sequence (P00811 whole entry, looked up): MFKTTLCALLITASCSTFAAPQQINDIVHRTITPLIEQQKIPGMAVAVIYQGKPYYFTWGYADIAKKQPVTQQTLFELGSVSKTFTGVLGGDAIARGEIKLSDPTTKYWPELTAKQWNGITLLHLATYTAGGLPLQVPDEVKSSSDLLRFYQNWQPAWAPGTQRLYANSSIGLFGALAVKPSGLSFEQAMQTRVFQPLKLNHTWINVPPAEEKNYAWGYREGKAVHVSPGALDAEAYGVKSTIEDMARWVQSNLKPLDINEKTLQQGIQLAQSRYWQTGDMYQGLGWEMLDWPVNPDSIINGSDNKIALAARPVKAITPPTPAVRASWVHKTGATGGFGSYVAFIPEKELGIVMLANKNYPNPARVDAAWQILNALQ
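AmpC (5.3 nM in the dispensed reagent) in 20 mM phosphate pH 7.0 with 0.01% (detergent screen) or 0.0001% Triton X-100 was preincubated with compounds for 15 min at room temperature. Nitrocefin was then added from an 800 uM solution, and hydrolysis was followed at 480 nm.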
HCMV inh = human cytomegalovirus inhibition | HFF cells, HCMV-luciferase reporter, 72 h; hits give low values | activity change, negative = inhibition, % at 57.5 µM | 4.5% of 410,000 active | AID 1259415; in the data active = activity change below about -60%; inconclusive = no clear call, values can overlap the other calls; inactive = above about -39%
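Cell-based, HFFs, 1000 cells/well, 16 h 37C; cpds in DMSO + HCMV-luc, MOI 1 PFU/cell; 72 h 37C; OneGlo luminescence after 5 min RT; norm. to buffer vs Salinomycin 10uM.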
LmPK inh = inhibitors of Leishmania mexicana pyruvate kinase; Q27686; purified LmPK, Kinase-Glo ATP luminescence, 1 h; Potency, µM (highest dose often 57.5 µM), inactives show at the highest dose activity change, negative = inhibition, most hits filed as inhibitors; 0.37% of 290,000 active; AID 1721; also: potency is read from the fitted curve at half-maximal effect
Target sequence (Q27686 whole entry, looked up): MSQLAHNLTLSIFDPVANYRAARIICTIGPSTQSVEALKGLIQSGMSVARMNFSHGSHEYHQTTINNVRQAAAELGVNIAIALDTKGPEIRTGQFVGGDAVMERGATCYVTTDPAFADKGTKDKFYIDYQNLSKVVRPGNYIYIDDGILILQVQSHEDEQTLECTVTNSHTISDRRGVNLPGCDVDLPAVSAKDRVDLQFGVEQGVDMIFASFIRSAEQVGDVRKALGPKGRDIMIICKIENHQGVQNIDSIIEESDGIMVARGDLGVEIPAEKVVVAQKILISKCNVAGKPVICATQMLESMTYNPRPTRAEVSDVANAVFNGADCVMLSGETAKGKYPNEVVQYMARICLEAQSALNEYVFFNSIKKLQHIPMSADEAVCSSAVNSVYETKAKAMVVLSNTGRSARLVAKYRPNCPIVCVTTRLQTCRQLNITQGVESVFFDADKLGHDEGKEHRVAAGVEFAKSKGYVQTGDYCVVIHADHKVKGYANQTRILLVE
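qHTS format; LmPK 0.1 nM; substrates PEP 0.5 mM and ADP 0.1 mM. One-hour room-temperature incubation, then coupled luciferase luminescence; 0.5 nM enzyme wells mark activation.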
Tb PYK inh = blocks Trypanosoma brucei pyruvate kinase; TbPYK enzyme, Kinase-Glo Plus ATP luminescence, 45 min; Potency, µM (series often up to 76.8 µM), without a hit: top-dose activity, negative = inhibition, usual class: inhibitors; 0.12% of 410,000 active; also: potency is read from the fitted curve at half-maximal effect; nearly all actives have a fitted effect of over 50% in size
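T. brucei PYK with substrate was exposed to pin-transferred compounds across a concentration series, then started with 130 uM ADP (final). After 45 min at room temperature, Kinase-Glo Plus luminescence was read, normalized and curve-fitted.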
Sm TGR block = S. mansoni TGR enzyme inhibition; 3% of 360,000 active; purified TGR, DTNB reduction, TNB absorbance 405 nm; AID 485364; Q962Y6; Potency, µM (highest dose often 114 µM), without a hit: at the highest dose activity change, negative = inhibition, hits mostly inhibitors; also: potency is read from the fitted curve at half-maximal effect; nearly all actives have a fitted effect of over 60% in size
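TGR 20 nM + NADPH 100 uM (dispensed conc.), cpd preinc 15 min RT; start with NADPH (500 uM addition) then DTNB (15 mM addition). Kinetic TNB absorbance, 405 nm filter. Four-parameter Hill fit across titration.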
AmpC no deterg = inhibitors of E. coli AmpC beta-lactamase without detergent. AmpC nitrocefin hydrolysis, absorbance 480 nm, 0.0001% Triton. Potency, µM (series often up to 57.1 µM), inactives show top-dose activity change, negative = inhibition, hits mostly inhibitors. 0.52% of 330,000 active. AID 485341;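 also: potency is read from the fitted curve at half-maximal effect; plate controls were no compound for no effect and no enzyme for full effect; nearly all actives have a fitted effect of over 20% in size; some results filed as inactive show a strong effect at the top dose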
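20 mM phosphate pH 7.0 + 0.01% (detergent screen) or 0.0001% Triton X-100; 5.3 nM AmpC reagent; cpd preinc 15 min RT; nitrocefin (800 uM stock) to start; A480 q20 s × 4 min; Activity was normalised to no-enzyme and no-compound control wells.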
AMA1-RON2 inh = disrupts binding of P. falciparum AMA1 to RON2. AlphaScreen AMA1-biotinylated RON2 peptide binding. Potency, µM (highest dose often 58.2 µM), for the others: at the highest dose activity change, negative = inhibition, usual class: inhibitors. 0.2% of 360,000 active;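 also: potency is read from the fitted curve at half-maximal effect; 0% = vehicle wells and -100% = peptide control; nearly all actives have a fitted effect of over 45% in size; some results filed as inactive show a strong effect at the top dose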
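AMA1 (3D7) with his tag at 25 nM final met compounds first, then biotinylated RON2 peptide at 25 nM; detection used donor plus acceptor beads, 10 µg/mL apiece, read by AlphaScreen after 30 min at room temperature.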
An asterisk follows results filed as active; ? = inconclusive; / = not tested or not shown; [ ] = remark or other dose. Unless noted, calls follow the shape of the dose curve; as a rule, active = well fitted curve in the direction sought with a large enough effect; inconclusive = small, poorly fitted or top-dose-only effect, or another doubt; inactive = no such curve, though single readings can be large; an effect the other way counts as inactive or inconclusive. Unless noted, % is scaled to controls: 0 for no effect and ±100 for the full control effect.

SMILES	AmpC detergent	HCMV inh	LmPK inh	Tb PYK inh	Sm TGR block	AmpC no deterg	AMA1-RON2 inh
c1ccc2c(c1)OCC(c1nnc3sc(-c4ccc5c(c4)OCO5)nn13)O2 (stereo not given)	-17%	20	7%	-13%	-29%	-31%	1%
c1ccc(Nc2nnc(SCc3cccc4ccccc34)s2)cc1	-6%	-32	1%	3%	0%	-40%	-1%
CCOc1ccccc1CNC(=O)c1cc(-c2ccc(C)c(C)c2)nc2ccccc12	5%	-31	/	-7%	-1%	/	/
NC(=O)c1nc(-c2cccs2)nc2c1[nH]c(=O)n2-c1ccc(F)cc1	11%	-38	1%	-3%	-4%	-9%	0%
CC(C)(C)OC(=O)CC[C@@H](C(=O)NCCCCCCCCCCC(=O)N1CCN(C(=O)OC(C)(C)C)CC1)n1cc(CCCCCNC(=O)OC(C)(C)C)nn1	-8%	-14	/	1%	-15%	55%[activator]	40%[activator]
NS(=O)(=O)c1ccc(CCNC(=O)COC(=O)C2CCCN2C(=O)c2cccs2)cc1 (stereo not given)	?	5	2%	-10%	1%	-9%	-7%
Cc1sc2ncnc(OCC(=O)Nc3ccc4c(c3)OCCO4)c2c1C	5%	-5	0%	2%	6%	-17%	?
Cc1cc(NC(=O)CSc2c3c(nc4ccccc24)CCC3)no1	-13%	33	2%	2%	2%	-26%	13%
CC(=NO)C1CCC2C3CCC4=CC(=NO)CCC4(C)C3C(=O)CC12C (stereo not given)	/	-22	/	2%	/	/	0%
O=C(COc1ccc(F)cc1Cl)Nc1cc(S(=O)(=O)N2CCOCC2)ccc1N1CCCCC1	8%	-20	-10%	0%	-7%	0%	-21%
NC(c1ccccc1)c1csc(Nc2ccc(C(=O)c3ccccc3)cc2)n1 (stereo not given)	/	-18	/	8%	/	/	17%
Cc1cccc(NC(=O)CCn2cnc3ccccc3c2=O)c1	-4%	-15	/	3%	2%	/	/
Cc1c(C)c2ccc(OCC(=O)NC3CCN(Cc4ccccc4)CC3)c(C)c2oc1=O	-4%	-38	-10%	-6%	-2%	12%	0%
Brc1ccc2oc(-c3ccn[nH]3)cc2c1	-11%	58	1%	-1%	16%	-26%	-9%
CC(C)(C)C(=O)NC(=S)Nc1ccccc1F	2%	35	-5%	-8%	-39%	-13%	-12%
CNc1cncc(-c2ccc(OC)c(OC)c2)n1	/	?	/	-2%	/	/	3%
Cc1cccc(-n2c(C)cc(/C=N\NC(=O)c3cccs3)c2C)c1	1%	-62*	-3%	-5%	-1%	-30%	44%[activator]
CC(=O)CSc1nc(-c2ccccc2)c(-c2ccccc2)o1	?	-11	0%	-2%	1%	1%	-19%
CCOc1ccccc1NC(=O)COC(=O)/C=C/c1ccc(OC)c(OC)c1	5%	?	-4%	5%	6%	-16%	6%
O=C(CCN1C(=O)C2CCCCC2C1=O)Nc1ccc(OC(F)F)cc1 (stereo not given)	-8%	-24	/	-13%	4%	-8%	25%

Exported with two lines to a compound: 17 of the compounds above.
Screens in order – AmpC detergent	HCMV inh	LmPK inh	Tb PYK inh	Sm TGR block	AmpC no deterg	AMA1-RON2 inh
NC(=O)c1nc(-c2cccs2)nc2c1[nH]c(=O)n2-c1ccc(F)cc1
 : 11%	-38	1%	-3%	-4%	-9%	0%
CC(C)(C)OC(=O)CC[C@@H](C(=O)NCCCCCCCCCCC(=O)N1CCN(C(=O)OC(C)(C)C)CC1)n1cc(CCCCCNC(=O)OC(C)(C)C)nn1
 : -8%	-14	/	1%	-15%	55%[activator]	40%[activator]
NS(=O)(=O)c1ccc(CCNC(=O)COC(=O)C2CCCN2C(=O)c2cccs2)cc1 (stereo not given)
 : ?	5	2%	-10%	1%	-9%	-7%
Cc1sc2ncnc(OCC(=O)Nc3ccc4c(c3)OCCO4)c2c1C
 : 5%	-5	0%	2%	6%	-17%	?
Cc1cc(NC(=O)CSc2c3c(nc4ccccc24)CCC3)no1
 : -13%	33	2%	2%	2%	-26%	13%
CC(=NO)C1CCC2C3CCC4=CC(=NO)CCC4(C)C3C(=O)CC12C (stereo not given)
 : /	-22	/	2%	/	/	0%
O=C(COc1ccc(F)cc1Cl)Nc1cc(S(=O)(=O)N2CCOCC2)ccc1N1CCCCC1
 : 8%	-20	-10%	0%	-7%	0%	-21%
NC(c1ccccc1)c1csc(Nc2ccc(C(=O)c3ccccc3)cc2)n1 (stereo not given)
 : /	-18	/	8%	/	/	17%
Cc1cccc(NC(=O)CCn2cnc3ccccc3c2=O)c1
 : -4%	-15	/	3%	2%	/	/
Cc1c(C)c2ccc(OCC(=O)NC3CCN(Cc4ccccc4)CC3)c(C)c2oc1=O
 : -4%	-38	-10%	-6%	-2%	12%	0%
Brc1ccc2oc(-c3ccn[nH]3)cc2c1
 : -11%	58	1%	-1%	16%	-26%	-9%
CC(C)(C)C(=O)NC(=S)Nc1ccccc1F
 : 2%	35	-5%	-8%	-39%	-13%	-12%
CNc1cncc(-c2ccc(OC)c(OC)c2)n1
 : /	?	/	-2%	/	/	3%
Cc1cccc(-n2c(C)cc(/C=N\NC(=O)c3cccs3)c2C)c1
 : 1%	-62*	-3%	-5%	-1%	-30%	44%[activator]
CC(=O)CSc1nc(-c2ccccc2)c(-c2ccccc2)o1
 : ?	-11	0%	-2%	1%	1%	-19%
CCOc1ccccc1NC(=O)COC(=O)/C=C/c1ccc(OC)c(OC)c1
 : 5%	?	-4%	5%	6%	-16%	6%
O=C(CCN1C(=O)C2CCCCC2C1=O)Nc1ccc(OC(F)F)cc1 (stereo not given)
 : -8%	-24	/	-13%	4%	-8%	25%

(next part)
SMILES	AmpC detergent	HCMV inh	LmPK inh	Tb PYK inh	Sm TGR block	AmpC no deterg	AMA1-RON2 inh
O=C(Cn1ncn2nc(-c3cccs3)cc2c1=O)NCc1ccc(Cl)cc1	2%	2	/	1%	-2%	/	/
CCCCc1cc(=O)oc2cc(OCC(=O)N3CCC(C(N)=O)CC3)ccc12	-14%	?	-4%	3%	3%	88%[activator]	4%
CCN(CC)C(=O)c1nc(-c2cccc3ccccc23)no1	/	3	/	2%	/	/	24%
Cc1ccccc1OCCCn1cc(C(=O)C(=O)N2CCOCC2)c2ccccc21	-3%	-8	0%	-5%	12%	212%[activator]	0%
Clc1ccc(-c2nc(-c3cnccn3)no2)cc1	1%	95	7.9µM*	-12%	8%	-4%	14%
Cc1ccc(S(=O)(=O)N2CCSC2)cc1C	-2%	-31	0%	3%	-6%	/	18%
COc1ccccc1-n1c(CNC(=O)c2cccc([N+](=O)[O-])c2C)n[nH]c1=S	4%	-39	1%	7.9µM*	1%	-20%	35%[activator]
CC1CCCN(C(=O)CCc2ccccc2)C1 (stereo not given)	7%	?	-4%	0%	3%	-14%	6%
O=P(O)(OCc1ccccc1)OCc1ccccc1	-1%	12	/	-14%	-14%	-14%	-3%
CCC(C)C1Nc2ccc(C(=O)NCCc3ccc(OC)c(OC)c3)cc2NC1=O (stereo not given)	2%	/	-7%	-2%	-2%	-29%	2%
CCN(CC)c1ccc(S(=O)(=O)N2CCOCC2)cc1NC(=O)COC(=O)C1=COCCO1	/	-27	/	-9%	/	/	-4%
CCn1c(=O)c(=O)[nH]c2cc(C(=O)NC3CCCC3)ccc21	1%	-12	0%	-19%	-11%	-24%	0%
CCO[C@H]1OC(C(=O)NCc2nc3ccccc3[nH]2)=C[C@@H](c2ccc3c(c2)OCO3)[C@@H]1CCCO	/	30	/	-6%	/	/	-9%
O=C(c1ccccc1)C1OC1C(=O)c1ccccc1 (stereo not given)	/	-11	/	0%	/	/	-16%
Cc1ccccc1S(=O)(=O)NC(=O)C1(C)CCN1C(=O)Cc1ccc(Cl)cc1Cl (stereo not given)	/	17	/	5%	/	/	6%
COc1ccccc1C1C2=C(N=c3s/c(=C/c4cccc(OCC(=O)O)c4)c(=O)n31)c1ccccc1CC2 (stereo not given)	-1%	?	1%	-30%	-35%	115%[activator]	-5%[11.6 µM]
CCC(C(=O)N1CCN(c2ccccc2)CC1)n1nc(C)n2c(cc3sccc32)c1=O (stereo not given)	17%	14	/	4%	3%	/	/
Cc1ccc(C(=O)NCC(=O)N(C)Cc2ccc(Cl)cc2Cl)s1	?	-21	/	-3%	1%	-9%	5%
N#CC(c1ccccc1)C1CCN(Cc2ccccc2)CC1 (stereo not given)	-3%	-9	1%	-10%	89µM*	-10%	7%
COc1ccc(CCN(C)C(=O)COc2ccc(N(C)S(=O)(=O)c3ccc(C)cc3)cc2)cc1OC	?	16	/	0%	-6%	138%[activator]	10%
Cc1ccc(S(=O)(=O)N2Cc3ccccc3CC2C(=O)Nc2cc(C)on2)cc1 (stereo not given)	-16%	-11	4%	-7%	0%	-37%	-6%
COCCNC(=O)c1ccc(CSc2nc3ccncc3n2Cc2ccccc2)cc1	19%	41	/	0%	6%	/	/
COCCNC(=S)N/N=C(\C)c1cccc(C(F)(F)F)c1	-2%	?	5%	-1%	5%	0%	33%[activator]
Cc1cccc(NC(=S)N(CCc2ccncc2)C(C)C)c1C	-7%	9	-2%	5%	59%[activator]	-6%	31%[activator]
CC(C)(C)OC(=O)N1CCC(c2c(C(=O)Nc3ccc4c(c3)OCO4)cnn2-c2ccc(F)cc2F)CC1	2%	?	/	-1%[15.4 µM]	-3%	/	/
COc1cc(C2CC(=O)c3cnc(N)nc3C2)cc(OC)c1OC (stereo not given)	4%	21	-8%	-2%	-20%	-6%	-8%
CCCCNC(=S)NNC(=O)c1csc(C)c1C	-1%	29	0%	-11%	7%	-22%	35%
CCOc1ccccc1N1Cc2cc(C)c(C)cc2C1	?	3	-6%	-3%	?	-21%	-12%
O=C(Nn1cnnc1)c1ccc(Cl)c(Cl)c1	-13%	-15	3%	8%	-1%	-7%	-3%
CCOC(=O)c1c(C)oc2c1c1c(c3ccccc32)OCN(Cc2ccccn2)C1	-3%	430	0%	-7%	0.35µM*	5%	51%[activator]
CSc1ccc(/C=C(/NC(=O)c2ccco2)C(=O)N2CCCCC2)cc1	-10%	-12	-11%	0%	-13%	88%[activator]	-1%
CCOC(=O)C1CCN(C(c2cccc(OC)c2)c2sc3nc(C)nn3c2O)CC1 (stereo not given)	?	-17	0%	3%	2%	10µM*	-6%
Cc1ccc(NC(=O)CN(C)CC(=O)Nc2c(C)cccc2C)c(Br)c1	-9%	1	0%	1%	-11%	42%	81%[activator]
